Source: PubChem
Anesthetic bind – binds horse apoferritin like a general anesthetic; P02791; apoferritin/1-aminoanthracene competitive binding, fluorescence; Potency, µM (titrated, usually from 77.5 µM), inactives show top-dose activity change, negative = displacement, most hits filed as inhibitors; hit rate 0.074% among 350,000; AID 485281; note: potency is the fitted concentration of half-maximal effect; % is set by controls: 0 for no effect and ±100 for the full control effect; nearly all actives have a fitted effect of over 20% in size
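10 uM apoferritin + 50% sat. 1-AMA, PBS; cpd 10 min RT; Ex380/Em535 endpoint; normalized to free probe vs complex; 4-param Hill fit; propofol titration as pos. ctrl.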
D1 ag – agonists of human D1 dopamine receptor. HEK293 T-REx D1 cells, calcium flux, agonist mode. activation, % at 2 µM. hit rate 1% among 360,000. AID 504660; in the data active = activation above about 30%; note: 0% is about no effect
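Inducible HEK293 T-REx D1 cells, force-coupled to calcium signalling, were plated at 4000 cells/well with tetracycline and held overnight at 30 C. After no-wash calcium dye loading, compound-evoked calcium rise over 180 s flagged agonists.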
TRHR PAM – TRH receptor (human) allosteric enhancement; P34981; TRHR cells, fluo-8 calcium fluorescence, EC20 TRH enhancement; enhancement, % at 2 µM; hit rate 0.66% among 360,000; in the data active = enhancement above about 30%; note: 0% is about no effect
Target sequence (P34981 whole entry, looked up): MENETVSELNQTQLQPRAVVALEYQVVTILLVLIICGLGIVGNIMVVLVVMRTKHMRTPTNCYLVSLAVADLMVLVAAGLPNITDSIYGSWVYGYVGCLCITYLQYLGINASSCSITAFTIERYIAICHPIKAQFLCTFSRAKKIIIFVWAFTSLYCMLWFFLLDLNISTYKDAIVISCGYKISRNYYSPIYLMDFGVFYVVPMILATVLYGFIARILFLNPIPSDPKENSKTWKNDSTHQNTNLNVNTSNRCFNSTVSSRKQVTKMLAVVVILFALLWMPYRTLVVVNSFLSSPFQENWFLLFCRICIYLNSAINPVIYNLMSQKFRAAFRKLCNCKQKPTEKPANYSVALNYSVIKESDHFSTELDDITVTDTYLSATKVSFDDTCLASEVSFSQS
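TRHR-expressing cells loaded with fluo-8 calcium dye were read kinetically (ex 480/em 530) during compound addition, then stimulated with an EC20 of TRH (10 nM final). Enhancement of the Gq-mediated intracellular calcium response was scored.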
D1 potentiator – human D1 dopamine receptor positive modulation; hit rate 0.036% among 360,000; P21728; HEK293 TREx D1 cells, calcium flux, dopamine EC20 potentiation; potentiation, % at 10 µM; in the data active = potentiation above about 30%; note: 0% is about no effect
TRHR ag – agonists of human TRH receptor; P34981; TRHR cells, calcium flux fluo-8, FDSS agonist mode; activation, % at 2 µM; hit rate 0.18% among 360,000; in the data active = activation above about 30%; note: 0% is about no effect
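Read-out: compound-evoked intracellular calcium rise in TRHR cells, fluo-8 dye, kinetic FDSS fluorescence at 1 s/cycle following a 10-cycle baseline. Cells cultured overnight before dye loading (30 min–1.5 h, RT).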
RXFP1 antag – RXFP1 (human) relaxin receptor antagonism; Q9HBX9; HEK293-RXFP1, relaxin-stimulated cAMP HTRF, 30 min; hits give low values; activity change, negative = inhibition, % at 57.5 µM; hit rate 0.59% among 350,000; AID 1259400;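 active = activity change of -60% or lower, but not beyond a set lower limit; inconclusive = change between -60% and -40%, or beyond the set limit; inactive = change above -40%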; note: % is set by controls: 0 for no effect and ±100 for the full control effect
Target sequence (Q9HBX9 whole entry, looked up): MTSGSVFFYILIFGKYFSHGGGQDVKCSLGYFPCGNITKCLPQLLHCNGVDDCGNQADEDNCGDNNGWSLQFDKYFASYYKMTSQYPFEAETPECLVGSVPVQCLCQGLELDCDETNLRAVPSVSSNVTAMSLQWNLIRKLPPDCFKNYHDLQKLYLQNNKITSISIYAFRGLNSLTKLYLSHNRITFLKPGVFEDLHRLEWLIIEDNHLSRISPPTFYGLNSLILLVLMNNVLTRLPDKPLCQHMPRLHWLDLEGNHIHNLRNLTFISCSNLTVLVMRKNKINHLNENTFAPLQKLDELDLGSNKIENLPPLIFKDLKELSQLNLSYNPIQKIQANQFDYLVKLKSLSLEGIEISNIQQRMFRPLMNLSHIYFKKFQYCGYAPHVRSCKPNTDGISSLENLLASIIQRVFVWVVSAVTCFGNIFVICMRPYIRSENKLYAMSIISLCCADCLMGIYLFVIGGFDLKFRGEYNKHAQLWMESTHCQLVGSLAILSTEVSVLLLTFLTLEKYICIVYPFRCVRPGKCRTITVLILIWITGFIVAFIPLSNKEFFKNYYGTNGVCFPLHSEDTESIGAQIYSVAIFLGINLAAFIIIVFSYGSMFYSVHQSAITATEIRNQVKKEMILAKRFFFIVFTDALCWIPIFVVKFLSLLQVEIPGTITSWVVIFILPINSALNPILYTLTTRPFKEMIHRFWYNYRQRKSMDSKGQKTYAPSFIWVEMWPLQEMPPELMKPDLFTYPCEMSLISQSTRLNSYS
D2 potentiator – positive allosteric modulators of human D2 dopamine receptor | P14416 | HEK293 T-REx D2, calcium flux, EC20 dopamine potentiation | potentiation, % at 10 µM | hit rate 0.34% among 340,000;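 active = potentiation over 3 SD above the plate norm, cut at about 30% in these data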; note: 0% is about no effect
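Using a no-wash calcium dye in inducible, force-coupled HEK293 Trex cells expressing D2, we tracked fluorescence each second for 180 s after compound, then for 180 s after EC20 dopamine to detect augmented signalling.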
RXFP1 ag – activates the human relaxin receptor RXFP1 | Q9HBX9 | AID 2676 | hit rate 0.3% among 370,000 | Potency, µM (doses to about 57.5 µM), for the others: at the top dose activation, most hits filed as activators | HEK293T-RXFP1 cAMP TR-FRET, 30 min; response scale: percent of porcine relaxin response, buffer zero; note: potency is the fitted concentration of half-maximal effect; % is set by controls: 0 for no effect and ±100 for the full control effect; nearly all actives have a fitted effect of over 60% in size; many of its hits are not listed in these tables
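HEK293 cells stably expressing RXFP1, treated 30 min at 37C with compounds plus PDE4 inhibitor Ro 20174; cAMP measured by HTRF TR-FRET. Normalized to buffer and 29 nM porcine relaxin; EC50 by Hill fit.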
D1 antag – human D1 dopamine receptor antagonism. P21728. HEK293 TREx D1 cells, calcium flux, dopamine EC80; hits give low values. activity change, negative = inhibition, % at 10 µM. hit rate 3.2% among 360,000; in the data active = activity change below about -30%; note: % is set by controls: 0 for no effect and ±100 for the full control effect
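Cells carrying a force-coupled, tetracycline-inducible human D1 receptor report calcium flux. Each well gets a 10 s baseline, compound with 180 s monitoring, then an EC80 dopamine stimulus with a second 180 s kinetic read.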
The depositor's hits bear a star; ? = inconclusive; nt = not tested or not shown; [ ] = dose if it differs, or a comment. Unless noted, calls come from the whole dose curve; as a rule, active = well fitted curve in the direction sought with a large enough effect; inconclusive = small, poorly fitted or top-dose-only effect, or another doubt; inactive = no such curve, though single readings can be large; an effect the other way counts as inactive or inconclusive. A portion of the library; rates above refer to the full screens.

Sequence of screens: TRHR ag, D1 potentiator, D1 ag, D2 potentiator, RXFP1 antag, TRHR PAM, Anesthetic bind, D1 antag, RXFP1 ag
1	O=c1c2ccccc2nc(/C=C/c2ccc(Br)cc2)n1CCCO
    -1.5, -3.1, 3.3, 1.4, -31.7, 2.3, -15.2%, 10.5, 7.8%
2	CCS(=O)(=O)c1nc(S(=O)(=O)c2ccc(C)cc2)c(NCCCN2CCOCC2)s1
    -0.3, -0.3, 1.1, -9.5, -1.3, -1.6, -8.8%, 10.7, 23.3%
3	CCNC(=O)c1c(O)c2cccc3c2n(c1=O)CC3
    0.0, -11.4, 0.4, -3.3, 5.5, -2.5, 2.0%, -9.3, 0.3%
4	O=C(Nc1ccccc1)C1=C[C@@H](c2coc3ccccc3c2=O)C[C@@H](OCCCCO)O1
    -0.3, -2.9, -1.4, -2.3, nt, -3.4, -12.9%, -22.6, 0.2%
5	COC(=O)c1scc(-c2ccc(C)cc2)c1S(=O)(=O)Nc1ccc(NC(C)=O)cc1
    -0.1, -2.8, 4.8, 8.7, -12.2, 14.2, -13.3%, -2.8, 0.0%
6	COc1cc(C2c3c(oc4ccccc4c3=O)C(=O)N2Cc2ccncc2)ccc1O (centres undefined)
    -0.3, -3.8, -0.8, 5.7, -6.5, 10.7, -9.5%, -1.9, 3.4%
7	COCCn1c(SCC(=O)c2c(N)n(C)c(=O)n(C)c2=O)nc2ccccc21
    -0.6, -1.2, 1.2, nt, -14.8, 2.1, -0.2%, -3.6, 8.9%
8	CC(CN1CCOCC1)OC(=O)c1ccc(Br)cc1 (centres undefined)
    -0.3, 5.3, 2.3, 5.5, -4.6, 0.9, -15.0%, 6.9, -0.4%
9	O=C(CCc1nc2ccccc2c(=O)[nH]1)Nc1ccccc1N1CCCC1
    -1.4, -0.6, -1.6, 11.3, -12.8, 0.1, nt, -1.1, -2.2%
10	O=C(COc1ccccc1)Nc1ccc(-c2ccc(N3CCOCC3)nn2)cc1
    -0.4, 1.9, 0.1, -8.7, 10.1, -7.0, nt, 6.2, 2.2%
11	CCOC(=O)C1CCN(Cc2ccc(F)c(Br)c2)CC1
    -1.1, -0.7, -0.5, -15.4, 2.8, 1.6, -7.9%, -2.3, 0.5%
12	CCCc1nc(N2CCCC2)c(C#N)c2c1CCCC2
    -0.5, -2.0, -0.9, 4.4, 18.1, 1.5, 7.5%, 1.2, 3.5%
13	COc1cc(C(=O)Nc2ccc(C#N)cc2)c([N+](=O)[O-])cc1OC
    0.0, -0.6, 4.3, -2.1, -12.6, 0.4, -16.0%, -12.5, -1.5%
14	O=C(CCS(=O)(=O)c1nc(-c2cccs2)cc(C(F)(F)F)n1)Nc1cccc(O)c1
    0.0, -0.1, 0.7, 18.1, ?, 0.6, -7.4%, -0.7, 0.4%
15	Cc1ccc(OCC(=O)NNC(=O)CSc2nnc(-c3ccc(C)cc3)n2C)cc1
    -1.0, -7.7, 2.4, -4.0, -12.8, -4.6, -8.1%, 1.1, 0.3%
16	Cn1cc(CCC(=O)NC2CC2)c2ccccc21
    0.6, -0.2, 2.9, -5.6, 19.3, 8.7, -8.7%, 3.7, 1.2%
17	CCCN(C(=O)C1CCN(S(=O)(=O)c2ccc(OC)c(OC)c2)CC1)C1CCS(=O)(=O)C1 (centres undefined)
    -0.1, 2.2, 2.4, 18.2, 6.2, -5.8, nt, -1.4, -0.3%
18	COc1ccc(C(=O)c2coc(-c3ccccc3C(=O)O)c2C(=O)O)cc1
    -0.2, -5.5, 4.9, 6.7, nt, 4.9, 16.4%, -18.3, -1.3%
19	O=C(c1ccc(-n2cccn2)cc1)N1CCc2ccccc2C1
    0.2, 0.9, 2.9, 6.1, 0.7, -3.8, -12.1%, -1.5, 0.0%
20	O=C(COC(=O)c1cccs1)Nc1cc(S(=O)(=O)N2CCOCC2)ccc1Cl
    0.2, -4.1, 2.9, 6.4, 1.5, 4.3, -10.8%, -1.2, -0.1%
21	O=C(NC(C(=O)N1CCCC1C(=O)O)=C1CCCCC1)c1ccccc1 (centres undefined)
    -0.8, 2.0, 3.6, -1.9, -2.9, 8.3, -5.9%, 9.0, 1.4%
22	CC(C)Cc1cc(CN2CCC(CO)(Cc3cccc(C(F)(F)F)c3)CC2)[nH]n1
    -0.2, -1.9, 0.8, 8.4, -11.0, -5.6, -7.4%, -8.8, 0.2%
23	CC(=O)Nc1ccc(Nc2ncnc3c2cnn3C)cc1
    -0.1, 1.4, -3.3, 13.8, -4.1, -0.2, -1.5%, -3.8, ?
24	Cc1nnc(SCC(=O)N(Cc2ccccc2)C(C)(C)C)[nH]c1=O
    0.1, 3.6, 1.4, 25.4, -2.3, 4.9, -5.9%, -17.1, -1.7%
25	O=C(NCC1(N2CCCCC2)CCCCC1)c1cccc(NS(=O)(=O)c2ccccc2)c1
    0.7, 3.2, 2.3, 2.2, 11.8, -5.3, nt, 3.2, -1.5%
26	Cc1cc(OCC(=O)Nc2ccc(N3CCN(C)CC3)cc2)ccc1Cl
    0.4, -19.4, 24.4, -8.6, 2.5, -5.7, -20.5%, -83.4*, -0.4%
27	CC(C)OCCCNC(=O)c1cccs1
    0.3, 5.2, 1.9, 13.8, 13.0, 4.7, -11.6%, 0.6, 0.3%
28	Cc1cc(O)ccc1NC1=CC(=O)CC(C)(C)C1
    -0.6, -4.8, -0.4, 3.8, -9.2, 3.1, -2.0%, 1.3, 0.6%
29	CC(C)[C@H](NC(=O)c1ccccc1)C(=O)OCC(=O)Nc1ccc(Cl)cc1C(F)(F)F
    -0.7, -5.8, 5.3, -1.8, -11.2, -6.1, -9.3%, 25.6, 0.9%
30	Cc1ccc(CN(Cc2ccco2)C(=O)c2ccc(OCC(C)C)cc2)cc1
    2.2, 0.1, 7.1, -0.1, nt, 2.6, 107.0%[activator], 5.7, -1.1%

Results in sequence from the entries so far:
RXFP1 antag, nos. 8 to 16: -4.6, -12.8, 10.1, 2.8, 18.1, -12.6, ?, -12.8, 19.3
RXFP1 ag, nos. 8 to 16: -0.4%, -2.2%, 2.2%, 0.5%, 3.5%, -1.5%, 0.4%, 0.3%, 1.2%

Next section:
Sequence of screens: TRHR ag, D1 potentiator, D1 ag, D2 potentiator, RXFP1 antag, TRHR PAM, Anesthetic bind, D1 antag, RXFP1 ag
31	CCCCN1CCc2nc(Nc3ccc(OC)cc3OC)ncc2C1
    -0.3, -0.1, -2.1, -3.0, 2.5, -0.3, -4.2%, 9.8, -0.1%
32	Cc1ccc(NC(=O)CCNS(=O)(=O)c2ccc3[nH]c(=O)oc3c2)cc1
    0.4, 1.2, 2.3, nt, -0.2, -3.1, -2.6%, 3.1, -0.1%
33	CCn1nnnc1NC(=O)c1cc(OC)c(OC)c(OC)c1
    0.0, 8.0, 3.7, 1.1, 0.1, 2.2, -2.9%, 6.9, -0.7%
34	COc1ccc(NS(=O)(=O)c2cccc(C(=O)NCC(c3ccco3)N(C)C)c2)cc1 (centres undefined)
    0.6, 1.9, 6.9, -13.4, -1.9, -5.3, nt, -5.5, -0.7%
35	CCC(=O)N1c2ccc(S(=O)(=O)NCCc3ccc(C)cc3)cc2CC1C (centres undefined)
    0.1, -7.0, 11.4, -3.6, 25.7, -6.0, 1.2%, -26.4, 2.7%
36	COc1ccc(NC(=O)c2ccco2)cc1NC(=O)c1cccc(OC(C)C)c1
    1.3, -3.4, -2.2, -1.1, 5.4, -4.9, ?, 17.4, 3.3%
37	O=C(NC1CCCCC1)C(c1ccccc1)N1CCC2(CC1)OCCO2 (centres undefined)
    -0.2, 1.1, 1.6, -1.0, 7.0, 4.8, 3.4%, 21.9, 0.8%
38	CCOc1ccc(NC(=O)c2cccc(OC(=S)N3CCOCC3)c2)cc1
    0.0, -1.8, 2.5, -15.6, -15.5, -14.5, -8.4%, 1.0, 0.5%
39	CCc1ccc(C(=O)NCc2ccc(Cl)cc2)cc1
    -1.5, -8.3, 17.5, -17.4, -13.6, -4.5, 0.0%, -4.7, 0.7%
40	COc1ccc(/C=C/C(=O)Nc2ccc(NC(C)=O)cc2)cc1S(=O)(=O)N1CCOCC1
    -0.7, -1.2, 2.5, -9.2, 11.9, -6.1, -1.5%, 2.5, 3.1%
41	COc1ccc(Nc2nc(N/N=C/c3ccc(N(C)C)cc3)nc(C)c2[N+](=O)[O-])cc1
    -1.9, -7.2, 1.7, -8.7, -13.6, 0.4, -23.9%, -18.1, 1.6%
42	Cn1c(=O)c2c(nc(NCCNC(=O)c3ccco3)n2Cc2ccccc2F)n(C)c1=O
    -0.3, nt, 3.9, 1.0, -9.8, 9.5, -7.8%, -27.8, 8.4%
43	Cc1cc(C)c2ccc(/C=N/O)nc2c1O
    -0.3, 3.5, 2.9, 0.6, -14.7, 1.7, 6.0%, 0.1, 0.0%
44	COc1ccc(-c2nc(CS(=O)CC(=O)NC3CCC(C)CC3)c(C)o2)cc1OC (centres undefined)
    0.7, -1.2, -0.3, -8.0, 12.3, -12.1, -16.1%, 4.6, 2.2%

Some entries already given, limited to TRHR ag.
| nr | SMILES | TRHR ag |
| --- | --- | --- |
| 27 | CC(C)OCCCNC(=O)c1cccs1 | 0.3 |
| 28 | Cc1cc(O)ccc1NC1=CC(=O)CC(C)(C)C1 | -0.6 |
| 29 | CC(C)[C@H](NC(=O)c1ccccc1)C(=O)OCC(=O)Nc1ccc(Cl)cc1C(F)(F)F | -0.7 |
| 30 | Cc1ccc(CN(Cc2ccco2)C(=O)c2ccc(OCC(C)C)cc2)cc1 | 2.2 |
| 31 | CCCCN1CCc2nc(Nc3ccc(OC)cc3OC)ncc2C1 | -0.3 |
| 32 | Cc1ccc(NC(=O)CCNS(=O)(=O)c2ccc3[nH]c(=O)oc3c2)cc1 | 0.4 |
| 33 | CCn1nnnc1NC(=O)c1cc(OC)c(OC)c(OC)c1 | 0.0 |

In a second layout: three of the compounds above
(32) Cc1ccc(NC(=O)CCNS(=O)(=O)c2ccc3[nH]c(=O)oc3c2)cc1
(36) COc1ccc(NC(=O)c2ccco2)cc1NC(=O)c1cccc(OC(C)C)c1
(40) COc1ccc(/C=C/C(=O)Nc2ccc(NC(C)=O)cc2)cc1S(=O)(=O)N1CCOCC1

assay / entry	32	36	40
TRHR ag	0.4	1.3	-0.7
D1 potentiator	1.2	-3.4	-1.2
D1 ag	2.3	-2.2	2.5
D2 potentiator	nt	-1.1	-9.2
RXFP1 antag	-0.2	5.4	11.9
TRHR PAM	-3.1	-4.9	-6.1
Anesthetic bind	-2.6%	?	-1.5%
D1 antag	3.1	17.4	2.5
RXFP1 ag	-0.1%	3.3%	3.1%

D1 antag: entries above that show a hit
nr	Compound	TRHR ag	D1 potentiator	D1 ag	D2 potentiator	RXFP1 antag	TRHR PAM	D1 antag
26	Cc1cc(OCC(=O)Nc2ccc(N3CCN(C)CC3)cc2)ccc1Cl	0.4	-19.4	24.4	-8.6	2.5	-5.7	-83.4*
